Bioassay records (PubChem BioAssay)
hK5 inh: inhibitors of human kallikrein 5; inhibition, % at 5 µM; AID 873; 210,000 compounds, 0.59% hits; recombinant hK5, fluorogenic AMC substrate cleavage;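 active = inhibition of 40% or more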;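 also: 0% = enzyme controls without compound and 100% = no-enzyme blanks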
Target sequence (Q9Y337 67-293 limits assumed): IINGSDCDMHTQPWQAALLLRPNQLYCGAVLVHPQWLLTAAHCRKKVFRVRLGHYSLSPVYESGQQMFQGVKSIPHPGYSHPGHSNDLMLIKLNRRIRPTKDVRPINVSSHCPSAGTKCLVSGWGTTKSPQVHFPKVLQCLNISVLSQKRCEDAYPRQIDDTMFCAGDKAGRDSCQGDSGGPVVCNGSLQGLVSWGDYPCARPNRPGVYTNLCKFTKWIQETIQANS
FXIIa inh 1536: inhibitors of human coagulation factor XIIa; purified FXIIa, Boc-QGR-AMC fluorogenic substrate, 2 h; P00748; 220,000 compounds, 0.3% hits; inhibition, % at 5 µM; in the data active = inhibition above about 40%;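 also: 0% = enzyme with no compound and 100% = blank without enzyme; many of its hits are not listed in these tables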
Rad51 HR inh: Rad51 (human) homologous recombination inhibition. Q06609. hRad51 DNA strand exchange, fluorescence dequenching. inhibition, % at 10 µM. 200,000 compounds, 0.085% hits;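 active = inhibition above 40% at the single screening dose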;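 also: 0% = DMSO control wells and 100% = blanks with heterologous ssDNA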
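Test system – preformed human Rad51 ssDNA filaments · Reagent – Donor/quencher-labelled 47-bp dsDNA substrate · Incubation – 37 °C 15-min filament assembly, 30-min compound preincubation, 15-min exchange · Signal – FRET fluorescence dequenching, excitation 485 nm, emission 520 nm · Read-out – percent inhibition from fluorescence, normalised to plate control and blank means · Benchmarks – plate control and blank wells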
eIF4E 4G PPI: eIF4E/eIF4G interaction inhibition in translation initiation. P63073+Q04637. TR-FRET eIF4E-eIF4GI(517-606) binding, 2 h. inhibition, % at 21.7 µM. 220,000 compounds, 0.37% hits. AID 782;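 active = inhibition above about 30%, limit read from the data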;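 also: 0% = full FRET control wells and 100% = background wells lacking eIF4GI fragment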
14-3-3 Bad PPI: disrupts binding of bovine 14-3-3 zeta to phospho-Bad peptide | inhibition, % at 21.7 µM | P63103 | 220,000 compounds, 0.71% hits | TR-FRET 14-3-3zeta/Dy647-pBad peptide displacement, 1 h;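 active = inhibition above about 70%, limit read from the data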;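 also: 0% = full 14-3-3 plus peptide FRET controls and 100% = background without 14-3-3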
Target sequence (P63103 whole entry, looked up): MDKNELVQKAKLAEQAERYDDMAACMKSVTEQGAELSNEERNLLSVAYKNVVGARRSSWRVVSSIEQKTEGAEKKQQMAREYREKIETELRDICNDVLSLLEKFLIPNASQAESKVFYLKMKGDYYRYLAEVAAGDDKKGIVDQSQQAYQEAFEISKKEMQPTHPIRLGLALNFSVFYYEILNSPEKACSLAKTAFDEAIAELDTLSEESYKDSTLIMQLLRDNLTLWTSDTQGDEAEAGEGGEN
p97 ATPase inh: human p97 ATPase inhibition; 220,000 compounds, 0.42% hits; recombinant p97 ATPase, Kinase-Glo ATP luminescence, 3 h; P55072; AID 1481; inhibition, % at 8 µM; in the data active = inhibition above about 15%;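 also: 0% = DMSO vehicle and 100% = wells lacking enzyme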
Mdm2 ligase inh: Mdm2 E3 ligase (human) inhibition. cell-based MDM2 ubiquitination luciferase reporter, 2 h; 0 = plate control, 100 = twice control, blank-subtracted. Q00987. 210,000 compounds, 0.11% hits. signal enhancement, % at 5 µM;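 active = signal enhancement of 30% or more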;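 also: luminescence tracks abundance of the self-degrading MDM2-luciferase fusion protein; higher signal means inhibition of MDM2 E3 ligase activity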
Target sequence (Q00987 whole entry, looked up, the tested form may be a part): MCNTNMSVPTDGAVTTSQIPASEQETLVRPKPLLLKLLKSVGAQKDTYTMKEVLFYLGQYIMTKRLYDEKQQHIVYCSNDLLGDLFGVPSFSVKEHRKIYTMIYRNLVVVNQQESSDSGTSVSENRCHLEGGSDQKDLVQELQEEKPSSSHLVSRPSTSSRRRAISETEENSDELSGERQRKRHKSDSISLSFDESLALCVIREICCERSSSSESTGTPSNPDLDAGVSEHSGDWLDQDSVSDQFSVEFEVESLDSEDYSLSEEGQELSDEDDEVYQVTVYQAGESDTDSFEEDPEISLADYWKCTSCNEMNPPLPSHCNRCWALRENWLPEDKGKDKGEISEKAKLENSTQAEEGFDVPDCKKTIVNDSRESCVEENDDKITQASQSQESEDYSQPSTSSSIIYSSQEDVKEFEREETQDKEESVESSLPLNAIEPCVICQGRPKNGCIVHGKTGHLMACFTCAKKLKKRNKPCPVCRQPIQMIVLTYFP
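Material: stable MDM2–luciferase fusion reporter cells / Quantity: 2000 cells/well / Dosing: single 5 µM compound dose, 0.2% final DMSO / Buffer or medium: DMEM / Schedule: 4 h cell settling then 2 h compound exposure, 37 °C / Detection: luminescence with SteadyLite reagent, 15 min at room temperature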
FXIa inh: factor XIa (human) inhibition; 220,000 compounds, 0.14% hits; purified FXIa, Boc-Glu-Ala-Arg-AMC fluorogenic substrate; AID 798; inhibition, % at 5 µM;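 active = inhibition of at least 40%; inactive = inhibition below 40%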;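 also: fluorescence of freed AMC excited at 355 nm; 0% = enzyme without compound and 100% = no enzyme blank; many of its hits are not listed in these tables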
Wee1 degr inh: human Wee1 degradation inhibition, primary screen; P30291; HeLa Luc-Wee1K328M stability, luciferase luminescence; 100% = proteasome inhibitor MG132 effect; reporter increase, % at 5 µM; 220,000 compounds, 1.2% hits;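 active = activation above the mean of all tested compounds plus 3 SD, set per screening run, cut at about 8.8% in these data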;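 also: cells exposed to compound for 20 h before luminescence read; 0% = DMSO alone and 100% = MG132 at 30 µM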
* hit, by the source's call; x = not tested or not shown; [ ] = dose if it differs, or a comment.

SMILES	hK5 inh	FXIIa inh 1536	Rad51 HR inh	eIF4E 4G PPI	14-3-3 Bad PPI	p97 ATPase inh	Mdm2 ligase inh	FXIa inh	Wee1 degr inh
c1ccc2c(c1)OCC(CNc1ncnc3sccc13)O2 (stereo not drawn)	-5	-1	7	-2	-4[fluorescence artefact?]	-3	-39	-6	-1
CCSc1ncc(/C=N/Nc2ccc(F)cc2)n1C	-11	20	x	11	-10	-9	-9	10	0
CN(C)S(=O)(=O)c1cccc(C(=O)OCC(=O)N2c3ccccc3NC(=O)C2(C)C)c1	-18	13	2	3[fluorescence artefact?]	-5	-1	-16	0	0
COc1ccc(NC2=C(Cl)C(=O)N(CCc3ccccc3)C2=O)cc1	-5	7	7	0	-2	5	-6	3	0
CCCC(=O)Nc1ccc2oc(-c3ccc(OC)c(Br)c3)nc2c1	8	6	4	-4[fluorescence artefact?]	10[fluorescence artefact?]	-1	-24	6	-3
COc1cc(S(=O)(=O)NC2CCCCC2)c(C)cc1C	x	12	x	5	-4	-1	x	3	3
CC(=O)c1sc(-c2cccc(Cl)c2)nc1C	3	10	-4	3	-16	0	9	1	0
O=C(O)COc1ccccc1C1C2C(=O)N(c3ccc(F)cc3)C(=O)C2ON1c1ccccc1 (stereo not drawn)	-4	-6	5	-2	-9[fluorescence artefact?]	0	-12	-9	-1
N#Cc1ccc(C(=O)Nc2cccc(NC(=O)c3ccco3)c2)c(F)c1	6	9	0	0	-7	5	2	4	6
CNC(=S)N(Cc1ccc(OC)cc1)C1CC(=O)N(c2ccc(Cl)cc2)C1=O (stereo not drawn)	-5	18	x	3	0	3	-76	5	-1
COc1ccc2c(c1OC)C(=O)N1N=C(c3ccccc3)CC21 (stereo not drawn)	-12	-8	8	14[fluorescence artefact?]	-2[fluorescence artefact?]	2	-13	-16	-2
CCc1nc(NCC2CCCN2CC)c2nnn(Cc3ccccc3F)c2n1 (stereo not drawn)	-5	11	7	-9	32	0	0	3	2
Oc1ccccc1Oc1ncc(Br)c(N2CCOCC2)n1	-2	17	10	-1	3	1	-11	1	1
CCN(CC)S(=O)(=O)c1cccc(C(=O)NCc2ccccc2)c1	-4	2	4	-2	-8	2	6	-6	2
O=C(CSCCO)Nc1cccc2ccccc12	2	22	-4	2[fluorescence artefact?]	6	4	-10	13	2
CC(C)OC(=O)CC(=O)CSc1nc2c(cc1C#N)CCCC2	-1	13	-5	22	2	6	-12	-2	0
CCc1nnc(NC(=O)CSc2nnc(-c3ccccc3OC)n2-c2ccccc2)s1	12	12	-2	0	3	0	-13	0	-2
Cc1cccc(OCC(=O)NN2C(=O)C3C4C=CC(O4)C3C2=O)c1 (stereo not drawn)	-2	4	4	10	-8	6	-8	-3	3
O=C(NCc1ccco1)c1cc(C(=O)C2CC2)c[nH]1	22	-10	-2	4[fluorescence artefact?]	-21	1	-6	1	-1
COc1ccc(C(=O)NCCNC(=O)c2cc(OCC(F)(F)F)ccc2OCC(F)(F)F)cc1	-26	2	0	5	-4	-7	-2	-13	-1
O=C(O)C(NS(=O)(=O)c1ccc(F)cc1)c1ccccc1 (stereo not drawn)	-5	7	30	2	-6	-1	-11	1	-3
CC(=O)Nc1cc(C(=O)N2CCOCC2)ccc1S(=O)(=O)c1ccc(C)cc1	-16	7	-10	2	-5[fluorescence artefact?]	-6	-15	-3	0
CSC1=NC(C)N2C(SC)=NC(C)N12 (stereo not drawn)	4	-2	5	-3	-7	-2	-5	-19	-3
CC(=O)N(CCP(=O)(c1ccccc1)c1ccccc1)Cc1ccco1	-7	8	-3	-1	-11	-4	-13	2	2
O=[N+]([O-])c1cc(Cl)c2cccnc2c1O	-2	11	-3	2	-16	1	-6	4	1
CC1CCN(C(=S)NC2CC3CCC2C3)CC1 (stereo not drawn)	-6	7	7	-1	-3	3	-4	-1	3
CCOC(=O)C1CCC(CN(Cc2ccccc2)S(=O)(=O)c2ccc([N+](=O)[O-])cc2)CC1 (stereo not drawn)	-5	1	4	3	-4	-2	-15	-7	-2
N#CC(=C1CCCC1)c1nc(-c2ccc(Cl)cc2)cs1	-1	-2	-3	3	2[fluorescence artefact?]	-1	-29	-10	0
COc1ccc2c(c1)[nH]c1c(=O)n(CCc3cnc[nH]3)cnc12	2	0	-7	-5	-3	2	10	0	-1
COc1ccc(CCNC(=O)C2CCN(S(C)(=O)=O)CC2)cc1OC	0	35	0	x	x	-1	-11	16	9
COc1ccc(NS(=O)(=O)c2cc(NC(=O)c3ccc(=O)[nH]c3)ccc2N2CCOCC2)cc1	-1	7	23	1	-9	1	-1	2	7
O=C(CSc1nnc(C2CC2)n1-c1ccccc1)NCCc1ccccc1	-1	12	-7	7	-6	5	-9	4	0
CC(=O)c1ccc(OCCCN2CCCCC2)cc1	16	27	3	-3[fluorescence artefact?]	63	-2	-11	18	0
O=C1c2ccccc2C(=O)N1CCSc1nncs1	16	10	-1	-2[fluorescence artefact?]	7[fluorescence artefact?]	2	-16	-3	1
Cc1nc2c(-c3ccccc3)c(C)nn2c(C)c1CC(=O)O	-10	18	3	-2	10	10	-16	8	-1
COc1ccc(CCC(=O)NCCc2cn3c(C)csc3n2)cc1	12	5	3	-3	10	-4	-5	-3	-1
CCN(CC)c1ccc(N=Nc2ncn[nH]2)cc1	-6	5	3	-4	-12	5	-3	-5	0
O=C(O)CC1CCC(=C(Cl)Cl)C1 (stereo not drawn)	1	0	-5	-6[fluorescence artefact?]	-1[fluorescence artefact?]	4	-11	-5	1
Cc1ccc(NC(=O)c2sc3nc4c(c(-c5ccco5)c3c2N)CCC4)cc1	3	-4	-3	4	-3	5	-12	3	2
O=C(N/N=C\c1ccc(CN(Cc2ccc(Cl)cc2)S(=O)(=O)c2ccccc2)o1)C(=O)Nc1ccc(F)cc1	-17	12	x	-13	-15	0	-14	-5	2
Cc1cc2cc(C)c(NCCNC(=O)c3ccccc3)nc2cc1C	4	10	-9	7	23	-1	2	-1	2
CC1(C)CC(=O)N(CC(=O)NCc2ccccc2)c2ccccc2S1(=O)=O	-9	9	-2	-2[fluorescence artefact?]	5[fluorescence artefact?]	2	-3	-7	0
CCOC(=O)NC(=O)CSc1nc(-c2ccc(C)c(C)c2)cn1-c1ccccc1	-19	1	-2	4	-17[fluorescence artefact?]	-1	-8	0	1
C=CCSc1nc(Cc2ccc(Cl)cc2)nc2ccccc12	-21	16	-3	10	-3	1	-11	2	1
COC(=O)C(Cc1ccccc1)NS(=O)(=O)c1ccccc1Br (stereo not drawn)	-2	3	-9	1	1	x	27	-2	x
CC(=O)c1cc(NC(=O)c2ccc(C)cc2)c(=O)oc1C	-9	6	6	4	6	4	-3	-2	6
CC(=O)N/C(=C\c1ccccc1)C(=O)OCC(=O)N1CCCCCC1	-2	15	-5	-6	8[fluorescence artefact?]	4	-7	7	-2
COC(=O)/C=C1\NC(=O)C(C)S1 (stereo not drawn)	-9	1	6	-3	-14	2	2	-4	1
O=C(CN1C(=O)c2cccc3cccc1c23)NCC1CCCO1 (stereo not drawn)	21	10	-6	-2[fluorescence artefact?]	-1	5	1	9	1
Nc1nc(-c2ccc(C(=O)O)cc2)cs1	13	8	11	1	-6	-2	-6	-2	-2
CC(=O)NC(=S)Nc1ccc(N2CCOCC2)c(S(=O)(=O)Nc2cc(Cl)ccc2Cl)c1	-15	0	3	-5	-6	1	-28	-2	1
COC(C(=O)NCc1ccc(C)cc1)c1ccccc1 (stereo not drawn)	3	7	-12	0	-7	-4	13	0	-2
COC(=O)c1cc(C)sc1NC(=O)CC1Nc2ccccc2NC1=O (stereo not drawn)	2	10	6	-3	1	-1	0	2	2
Cc1cccc(N2CCN(C(=O)c3ccc4nc[nH]c4c3)CC2)c1C	-17	12	3	5	-14	-5	-10	7	-2
CCOc1c2ccc(C(=O)NCc3ccc4c(c3)OCO4)cc2nn1CC	-46	13	-2	0	14	0	2	7	-2
CC(O)(C#CCN1CCCCC1)c1ccccc1 (stereo not drawn)	-4	6	-8	0	-12[fluorescence artefact?]	2	-10	-3	2
Cc1nc2sc3c(c2c(=O)n1NC(=O)CCl)CCCC3	0	8	-1	0	0	0	3	-2	1
CCN(CC(=O)NC(C)(C)C)C(=O)c1ccc(Br)cc1	0	8	-28	1	-2	7	-17	4	2
CCOC(=O)c1c(NC(=O)C2c3ccccc3Oc3ccccc32)sc(C(N)=O)c1C	2	-8	x	-2	-3	4	-13	-8	-2
Cc1c(N=NC2=C(O)CC(C)(C)CC2=O)c(=O)n(-c2ccccc2)n1C	-5	13	0	-1	-20	0	-10	4	5

Random excerpt: 5 records from the list
SMILES	hK5 inh	FXIIa inh 1536	Rad51 HR inh	eIF4E 4G PPI	14-3-3 Bad PPI	p97 ATPase inh	Mdm2 ligase inh	FXIa inh	Wee1 degr inh
Cc1nc2sc3c(c2c(=O)n1NC(=O)CCl)CCCC3	0	8	-1	0	0	0	3	-2	1
O=C(CN1C(=O)c2cccc3cccc1c23)NCC1CCCO1 (stereo not drawn)	21	10	-6	-2[fluorescence artefact?]	-1	5	1	9	1
Nc1nc(-c2ccc(C(=O)O)cc2)cs1	13	8	11	1	-6	-2	-6	-2	-2
CC(=O)c1cc(NC(=O)c2ccc(C)cc2)c(=O)oc1C	-9	6	6	4	6	4	-3	-2	6
CC(O)(C#CCN1CCCCC1)c1ccccc1 (stereo not drawn)	-4	6	-8	0	-12[fluorescence artefact?]	2	-10	-3	2

Continued:
SMILES	hK5 inh	FXIIa inh 1536	Rad51 HR inh	eIF4E 4G PPI	14-3-3 Bad PPI	p97 ATPase inh	Mdm2 ligase inh	FXIa inh	Wee1 degr inh
Cc1cc(=O)n2nc(N3CCC(C(=O)N4CCN(Cc5ccccc5)CC4)CC3)sc2n1	-24	-9	1	-1	-11	-4	-7	-12	-2
CCOc1cc(-c2ccccc2)nc(N)n1	-4	8	-9	16	10	-1	-9	1	2
CCCn1c(N)c(C(=O)COc2ccc(Br)cc2F)c(=O)n(C)c1=O	4	3	5	1	-9	0	-7	-2	5
O=C(COc1ccc([N+](=O)[O-])cc1)NCc1cccnc1	-1	12	x	6	-11	3	-3	7	9.2*
Cc1cc(S(=O)(=O)N(C)CCc2ccccc2)ccc1-n1cnnn1	-14	11	3	-4	-14[fluorescence artefact?]	2	-22	-2	-2
Cc1ccc(SCCNC(=O)/C=C/c2ccccc2Cl)cc1	-5	24	-1	-4	11	-7	-1	9	5
Cn1c(SCC(=O)N2CCOCC2)nnc1-c1ccc(NC(=O)c2ccccc2F)cc1	4	10	1	-1	1	0	-1	16	-3
COc1cccc(/C=N/NC(=S)Nc2cccc(S(=O)(=O)N(C)C)c2)c1	1	4	3	-5	0	-4	-7	-3	-1
Nc1c(Cl)ncnc1N1CCN(c2ncnc(Cl)c2N)CC1	-6	9	2	-4	-3	3	3	7	0
COc1ccc2[nH]c(=O)c(C(c3nnnn3C3CCCC3)N3CCN(Cc4ccc5c(c4)OCO5)CC3)cc2c1 (stereo not drawn)	-29	7	0	0	15	1	3	9	0
Cc1cc(CC(C)C)n(-c2nc3ccccc3c(=O)n2OCC(N)=O)n1	-21	0	-7	-12	-6	-1	-11	-6	1
